HDAC3 inh: HDAC3 deacetylase inhibitors, primary screen, biochemical, fluorescence, cell-free homogeneous. recombinant HDAC3, fluorogenic peptide/trypsin coupled. inhibition, % at 8.3 µM. 320,000 compounds, 0.15% hits; in the data active means inhibition above about 26%, passing the limit was not always enough; inconclusive means no clear call, values can overlap the other calls
Target sequence (O15379 whole entry, looked up): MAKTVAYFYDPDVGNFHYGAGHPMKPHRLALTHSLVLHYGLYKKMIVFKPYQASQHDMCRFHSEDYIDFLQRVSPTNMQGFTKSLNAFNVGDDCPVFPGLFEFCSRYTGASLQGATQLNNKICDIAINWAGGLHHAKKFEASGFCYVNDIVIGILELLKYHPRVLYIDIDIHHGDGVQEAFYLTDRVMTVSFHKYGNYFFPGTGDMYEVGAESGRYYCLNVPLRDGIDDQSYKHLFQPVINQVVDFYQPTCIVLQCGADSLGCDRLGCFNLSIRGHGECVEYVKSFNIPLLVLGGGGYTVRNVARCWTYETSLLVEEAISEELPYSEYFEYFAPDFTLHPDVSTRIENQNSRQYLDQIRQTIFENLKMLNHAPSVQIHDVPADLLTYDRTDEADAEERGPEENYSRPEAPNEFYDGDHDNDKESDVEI
AI-2 QS mod: Vibrio harveyi AI-2 quorum sensing modulators, primary screen, JMH597 strain, luminescence/OD600 ratio; 300,000 compounds, 0.4% hits; AID 2094, 2009; Vibrio harveyi JMH597 AI-2 luminescence/OD600 ratio, 9 h; active compounds read low; strain lacks LuxN and CqsS sensors; 0 = neutral-control median; activity change, % at 7.5 µM; in the data active means activity change below about -75%, passing the limit was not always enough; inconclusive means no clear call, values can overlap the other calls;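 further: luminescence divided by OD600 gain over 9 h not by final OD600 alone; inactives centre near 13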
HSF1 activator: HSF-1 activators, primary screen, NIH3T3-HGL cells, MG132 stress, luminescence, single point. NIH3T3-HGL HSF-1 luciferase reporter, 8 h; 100% = twice DMSO control signal. AID 504408, 2011. 300,000 compounds, 1.7% hits. activation, % at 9 µM;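 active means mean replicate activation of at least 50% with a set share of replicates each reaching 50%; inconclusive means only one of those two conditions met; inactive means mean below 50% and too few replicates reaching it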;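 further: 0% = median of the neutral control wells and 100% = twice that signal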
KLF5 inh: KLF5 expression inhibitors, primary screen, DLD-1 cells, luminescence; DLD-1 KLF5 promoter-luciferase reporter; inhibition, % at 5 µM; 290,000 compounds, 0.23% hits;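 active means inhibition above a per-plate limit of that plate's mean compound inhibition plus 3 SD, cut at about 60% in these data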;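 further: 0% = DMSO wells and 100% = LY294002 at 200 µM; higher means less KLF5 promoter-driven luciferase light; inactives centre near -14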
HSP90 inh: HSP90 inhibitors, primary screen, cell lysate, luminescence | 290,000 compounds, 0.91% hits | inhibition, % at 5.6 µM | AID 1789, 2009 | Rabbit reticulocyte lysate, luciferase refolding luminescence, 3 h;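 active means inhibition above the screen-wide mean plus 3 SD, computed separately per campaign, cut at about 16% in these data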;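 further: 0% = DMSO wells and 100% = 60 µM geldanamycin wells; inhibitors lower the luminescence because luciferase stays unfolded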
Platelet DG rel: inhibitors of platelet dense granule secretion, primary screen, cell-based, MLPCN, human platelets. 300,000 compounds, 0.22% hits. inhibition, %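 (compounds screened at 7.5 µM in platelet-rich plasma)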. AID 1663, 2009. human platelet-rich plasma, SFLLRN dense granule ATP release, luminescence;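 active means mean replicate score, as percent of positive control, at or above 50; inconclusive means mean below 50 but at least one replicate at or above 50; inactive means mean and every replicate below 50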
aSyn 5UTR inh: MLPCN primary screen, SNCA 5' untranslated region; 300,000 compounds, 0.82% hits; AID 1813, 2009; alpha-synuclein 5'UTR reporter, inhibitor activity; inhibition, % (tested at 7.5 µM); in the data active means inhibition above about 60%; inconclusive means no clear call, values can overlap the other calls;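 further: H4 neuroglioblastoma cells stably carrying SNCA 5'UTR luciferase fusion; 0% = DMSO wells and 100% = positive control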
IEC-6 tox: cytotoxicity in IEC-6 intestinal epithelial cells, primary screen, cytotoxicity control for KLF5 inhibitor project, cell-based, luminescence; 290,000 compounds, 0.78% hits; inhibition, % at 5 µM; IEC-6 cytotoxicity, luminescence viability; in the data active means inhibition above about 22%;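 further: 0% = plate median of test compound wells and 100% = cytotoxic reference compound wells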
HIF act: HIF pathway transcriptional activators, primary screen, cell-based, U2OS HRE-luciferase, luminescence; U2OS HRE-luciferase reporter; normalized: DMSO 0%, desferrioxamine 100%; activation, % at 7.5 µM (by protocol); 300,000 compounds, 0.32% hits;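 active means mean activation of at least 10% of the iron chelator positive control signal, with at least half of replicates also reaching 10%; inconclusive means mean and replicate majority disagree about reaching 10%; inactive means mean and most replicates under 10%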
HSF1 inh: HSF1 inhibitors in luciferase reporter cells, primary screen, cell-based, NIH3T3, luminescence; NIH3T3-HGL HSE-luciferase, MG132-induced, luminescence 8 h; active compounds read low; activity change, negative = inhibition, % at 7.5 µM (by protocol); 300,000 compounds, 0.77% hits;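 active means more than half of replicate wells show activity change below -50%, luminescence cut by over half; inconclusive means some wells, but at most half, below -50%; inactive means no replicate well below -50%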;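 further: luciferase reports HSF-1 transcriptional activity via heat shock element; 0% = median of DMSO wells and -100% = zero luminescence signal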
* marks the source's active call; other numbers are inactive results; u = inconclusive; x = not tested or not shown; & = joins results of further samples.

SMILES | HDAC3 inh | AI-2 QS mod | HSF1 activator | KLF5 inh | HSP90 inh | Platelet DG rel | aSyn 5UTR inh | IEC-6 tox | HIF act | HSF1 inh
CC(Oc1ccc(F)cc1)C(=O)Nc1cc(S(=O)(=O)N2CCOCC2)ccc1N1CCN(C)CC1 (stereo not drawn) | 4 | 7 | -1 | x | x | -8 | 10 | x | -0.2 | -5
COC(=O)c1ccc(OC)c(OC2CCCC2)c1 | 4 | 18 | 4 | -12 | 4 | -18 | 21 | -12 | -0.1 | -2
N#CCCn1ncc2ccccc21 | -3 | 7 | 9 | -15 | -3 | 0 | 3 | -7 | 0.0 | -3
NC(=O)c1sc2cc(C(F)(F)F)cnc2c1-c1cccs1 | -8 | 10 | -2 | -11 | 2 | 2 | -2 | -1 | -0.4 | 9
CC(=O)Nc1ccc(S(=O)(=O)NNC(=O)COc2cccc3ccccc23)cc1 | x | 40 | 9 | -15 | -2 | -8 | 23 | 1 | -0.4 | -9
COc1cccc(-c2noc(CCC(=O)NC3CCCC3)n2)c1 | -1 | 7 | -4 | -40 | -3 | 1 | 14 | 2 | 0.7 | -2
O=C(Cc1cc(=O)[nH][nH]1)N/N=C/C(Cl)=C/c1ccccc1 | u | 18&17 | 1&-1 | 1&14 | 3&1 | 3&-15 | 2&-7 | -7&-4 | 0.1&-0.4 | -8&0
Cc1cc(SCC(=O)c2ccc(O)c(O)c2)n2nc(C)c(-c3ccccc3)c2n1 | -1 | 31 | -1 | 22 | -11 | 8 | 2 | 0 | 0.9 | 9
O=C(N/N=C/C(Br)=C\c1ccccc1)c1cccs1 | 3 | 9 | 101* | -136 | -4 | 11 | -318 | 11 | 2.9 | 105
COc1ccccc1NC(=O)/C(C#N)=C/c1ccc(OCCN2CCOCC2)c(OC)c1 | 6 | 18 | -2 | -13 | 0 | -4 | 3 | 2 | 0.4 | -5
Cc1c(C(c2ccccc2Br)c2c(C)n(C)n(-c3ccccc3)c2=O)c(=O)n(-c2ccccc2)n1C | -4 | -1 | 6 | -41 | 3 | -4 | 1 | 1 | 0.1 | 1
Cc1ccc(C(c2c(C)[nH][nH]c2=O)c2c(C)[nH][nH]c2=O)cc1 | -10 | 56 | 23 | -31 | -2 | -4 | -18 | -8 | -0.6 | 13
CCCCCc1n[nH]c2c1CCCC2 | -4 | 29 | 43 | 3 | 3 | -2 | -19 | 2 | -0.1 | 9
CCCCC1CN2CCc3c([nH]c4ccccc34)C2(C)C1 (stereo not drawn) | -2 | 19 | 1 | -20 | 0 | -7 | 5 | 6 | -0.8 | -8
CCCCn1c(N)c(N(CC(C)C)C(=O)c2cc(-c3ccncc3)nc3ccccc23)c(=O)[nH]c1=O | 8 | 15 | -1 | x | x | -2 | -2 | x | 1.5 | 6
CC(OC(=O)c1ccncc1)C(=O)Nc1cccc([N+](=O)[O-])c1 (stereo not drawn) | -2 | 9 | 0 | -40 | -9 | 25 | 9 | -2 | -0.1 | 4
Nc1ccc2c(c1)Oc1ccccc1C=C2 | -12 | 9 | 9 | -48 | -4 | 0 | -9 | 9 | -0.3 | 7
Nc1ccccc1-c1nnc2n1CCCCC2 | 1 | 7 | 4 | -9 | 2 | -10 | 2 | 5 | -2.8 | -8
CCN(CC)C(=O)Oc1c(Cl)cc(Cl)c2cccnc12 | 2 | 23 | -3 | -3 | 2 | 8 | 27 | 5 | -0.2 | -9
Cc1nnc(NC(=O)CSC2=NN3CCCC(=O)N=C3S2)s1 | 1 | 16 | 5 | -20 | -3 | 9 | 0 | 1 | 0.0 | -4
COCCn1c(-c2ccc(OC)cc2)cnc1SCC(=O)Nc1cccc2ccccc12 | -3 | 21 | -41 | -30 | 3 | 0 | 2 | 1 | 0.0 | -23
NC(=O)CC(NC(=O)Cc1ccc(Br)cc1)c1ccc(NC2CCCCCC2)c([N+](=O)[O-])c1 (stereo not drawn) | 1 | 17 | 23 | x | x | 3 | -13 | x | -1.2 | 25
Cc1ccc(C(=O)NCCCc2ccccc2)s1 | 9 | -69 | 41 | -102 | -7 | -10 | -137 | 0 | x | 9
Nc1nonc1-n1nnc(C(=O)N/N=C/c2ccccc2Cl)c1COc1ccc(F)cc1 | 8 | 5 | 9 | -27 | 1 | -5 | 13 | 2 | 0.3 | 3
Cc1ccccc1C(=O)Nc1ccnn1C1CCN(C(C)Cc2ccccc2F)CC1 (stereo not drawn) | 1 | 3 | 4 | 7 | -2 | 3 | 6 | 1 | -0.5 | 4
Cc1cc(=O)oc2cc(OCC(=O)Nc3ccc(S(=O)(=O)N(C)C)cc3)ccc12 | -16 | 16 | 4 | -18 | -1 | -3 | -7 | -1 | 0.2 | 4
O=C(O)C1CCN(C(=O)NC2CCCCC2)CC1 | 9 | 7 | -31 | -34 | 3 | 0 | 15 | -2 | -0.1 | -20
CCOC(=O)c1cc2c(C)n(-c3ccc(N(C)C)cc3)c(C)c2cc(C(=O)OCC)c1=O | 8 | 12 | -9 | 3 | 2 | 8 | -11 | 3 | 0.3 | 1
CC(C)c1ccc(NC2CCCN(C(=O)CCN3CCCO3)C2)cc1 (stereo not drawn) | 0 | 31 | 3 | -1 | 0 | -8 | -2 | 3 | 0.0 | 1
CCOc1cc(-c2c(C#N)c(N)nc3c2CCCC3)ccc1O | 6 | 15 | 44 | -4 | -5 | 0 | 37 | -2 | -0.4 | 12
CCc1cc(=O)oc2c(C)c(OS(C)(=O)=O)ccc12 | -1 | 1 | 22 | -38 | 0 | 6 | 22 | 0 | -1.2 | 1
Cc1ccc(S(=O)(=O)N2CCC(C)CC2)cc1 | 5 | 11 | 5 | -5 | -2 | 6 | 9 | -1 | -1.8 | -9
COc1cc2c(cc1OC)C(C)N(Cc1ccc3c(c1)OCO3)CC2 (stereo not drawn) | -2 | 16 | 39 | -16 | 2 | -2 | 23 | 4 | 0.2 | 14
Cc1cccc2cc(C(c3nnnn3CC3CCCO3)N3CCc4ccccc4C3)c(=O)[nH]c12 (stereo not drawn) | 5 | x | x | 0 | -4 | x | x | 0 | x | x
Nc1cc2c(cc1O)CCCC2 | 1 | 38 | -37 | -28 | 6 | 10 | -91 | -2 | -0.1 | -33
CCN1CCN(c2cc(C)c3cc(NC(=O)Cc4ccc(OC)c(OC)c4)ccc3n2)CC1 | -12 | 14 | 28 | -19 | -1 | 0 | 7 | 0 | 0.4 | 5
Cc1ccc2nc(N(CCCN(C)C)C(=O)c3cc(-c4cccs4)nc4ccccc34)sc2c1 | 14 | 43 | -29 | -16 | 2 | 5 | 67* | 7 | -3.0 | -25
COc1nc(NS(=O)(=O)c2ccc(C)cc2)nc(C)c1Cl | u | 30 | 0 | -34 | 2 | -1 | -1 | -4 | 0.0 | -1
COc1ccc(C2CC(c3ccccc3)=NN2C(=S)Nc2ccccc2)cc1 (stereo not drawn) | 0 | 22 | -8 | -34 | -2 | -8 | 7 | -6 | 0.8 | -4
O=C(CSC(=S)N1CCCC1)Nc1cc2c(cc1Br)OCCO2 | -15 | 5 | 26 | -6 | -1 | 1 | -37 | -4 | 1.0 | 4

Single records, as listed above:
CCN1CCN(c2cc(C)c3cc(NC(=O)Cc4ccc(OC)c(OC)c4)ccc3n2)CC1 in the list: HDAC3 inh = -12; AI-2 QS mod = 14; HSF1 activator = 28; KLF5 inh = -19; HSP90 inh = -1; Platelet DG rel = 0; aSyn 5UTR inh = 7; IEC-6 tox = 0; HIF act = 0.4; HSF1 inh = 5
Cc1ccccc1C(=O)Nc1ccnn1C1CCN(C(C)Cc2ccccc2F)CC1 (stereo not drawn) in the list: HDAC3 inh = 1; AI-2 QS mod = 3; HSF1 activator = 4; KLF5 inh = 7; HSP90 inh = -2; Platelet DG rel = 3; aSyn 5UTR inh = 6; IEC-6 tox = 1; HIF act = -0.5; HSF1 inh = 4

New compounds follow
SMILES | HDAC3 inh | AI-2 QS mod | HSF1 activator | KLF5 inh | HSP90 inh | Platelet DG rel | aSyn 5UTR inh | IEC-6 tox | HIF act | HSF1 inh
OC(COc1ccccc1F)CN1CCC(Cc2ccccc2)CC1 (stereo not drawn) | -4 | 19 | -3 | -12 | -2 | -5 | 8 | -1 | -0.6 | -3
CCOc1ccc(NS(=O)(=O)c2c(C)nc3sccn3c2=O)cc1 | 0 | 54 | 3 | -27 | -1 | 13 | -3 | -1 | -0.1 | -5
COc1ccc(N2CC(C(=O)OCC(=O)Nc3cccc(C)c3C)CC2=O)cc1 (stereo not drawn) | 3 | 12 | 2 | -14 | -1 | -8 | -1 | -11 | -0.3 | 2
Cc1ccccc1Nc1nc(N)nc(COC(=O)c2ccc(S(=O)(=O)N(C)C)cc2)n1 | 5 | 2 | -4 | 6 | 0 | 6 | -20 | 7 | -1.2 | -8
CCC(=O)N=c1sc2cc(F)cc(F)c2n1C | 3 | 16 | 4 | 3 | 0 | u | -43 | 5 | 2.0 | 6
N/C(=N\OC(=O)/C=C/c1ccccc1)c1cccnc1 | 6 | -48 | u | -78 | 2 | -6 | -159 | 0 | 1.6 | 15
COc1cccc(-n2cc(CNCc3cn(C)nc3-c3ccccc3F)cn2)c1 | -1 | 33 | -9 | -20 | -1 | 3 | -2 | 1 | 0.0 | -7
O=C(NCCc1c[nH]c2ccccc12)c1ccc2[nH]c(=O)c(=O)[nH]c2c1 | -3 | 22 | 14 | -22 | -3 | -8 | 14 | -1 | -22 | 2
Cc1ccc(NC(=O)CCS(=O)(=O)c2ccc3c(c2)NC(=O)C(C)S3)cc1Cl (stereo not drawn) | 7 | x | -9 | -2 | -1 | 10 | 27 | -6 | -0.6 | 2
COC(CNC(=O)c1cn(C)c2ccc(S(=O)(=O)N3CCOCC3)cc2c1=O)OC | 3 | 16 | 12 | -13 | 1 | -16 | 10 | -3 | 0.2 | -7
Cc1cccc(NC(=O)C2CCN(S(=O)(=O)c3cccc4cccnc34)CC2)n1 | 0 | 1 | 4 | 0 | 1 | -7 | 19 | -5 | x | -4
O=C(CSCc1c(Cl)cccc1Cl)NCC1CCCO1 (stereo not drawn) | 1 | 4 | 2 | -12 | -1 | 3 | 0 | -2 | 0.4 | -4
Cc1ccc(C(=O)Nc2ccc3c(c2)OCO3)o1 | 2 | 13 | 17 | -52 | -2 | x | -118 | 3 | 2.2 | 14
O=C(O)CCCC(=O)Nc1ccc(Br)cc1C(=O)O | 5 | 10 | 5 | 7 | 3 | -3 | -8 | -2 | -0.1 | -8
CCOC(=O)CC1(NC(=O)C2CCC(=O)N(CCc3ccccc3)C2)CCCCC1 (stereo not drawn) | -20 | 18 | -15 | -23 | -3 | 1 | -20 | -14 | 0.8 | 2
CCCOc1ccc(N2C(=O)CC(N3CCN(CCN=CC4C(=O)CC(C)(C)CC4=O)CC3)C2=O)cc1 (stereo not drawn) | 4 | 8 | -1 | -22 | 3 | -3 | -30 | 8 | -0.2 | -8
COc1cc(CCC(=O)Nc2ccc(Cl)c(C(F)(F)F)c2)cc(OC)c1OC | 13 | 17 | 0 | -3 | -1 | 25 | 24 | -1 | 0.9 | 14

Compound activity deposited in PubChem BioAssay by several laboratories.
